Assay outcomes from PubChem.
NCOA1 inh: inhibits human SRC1 coactivator; inhibition, % at 3.6 µM; hit rate 0.12% among 360,000; HEK293 GAL4-SRC1 luciferase reporter, luminescence;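 active = inhibition above the campaign mean plus 3 SD, with each screening campaign given its own cutoff, cut at about 60% in these data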;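 note: 0% = DMSO treated cells and 100% = gossypol at 36 µM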
TRAIL sens C8: sensitizes caspase-8 expressing cells to TRAIL | AID 624354 | inhibition (viability loss, TRAIL sensitization), % at 10 µM | hit rate 1% among 360,000 | NB7+C8 cells + TRAIL, ATPlite viability luminescence;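 active = compounds causing at least 50% loss of cell viability in the single-dose screen, relative to plate controls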
NCOA2 inhibitor: human SRC2 (NCOA2) inhibition | inhibition, % at 9 µM | AID 651957 | HEK293 GAL4-SRC2 luciferase reporter, luminescence | Q15596 | hit rate 0.17% among 370,000;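 active = inhibition above the mean inhibition of all tested compounds plus 3 SD, set per campaign, cut at about 52% in these data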;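 note: 0% = DMSO treated cells and 100% = cells given Gossypol at 36 µM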
Vif inh: inhibitors of HIV Vif | inhibition, % at 7.49 µM | HEK293T cells, Vif self-association by quenched fluorescence, imaging, 24 h | AID 602346 | hit rate 0.35% among 340,000; in the data active = inhibition above about 50%, passing the limit was not always enough; note: some results filed as inactive read as strong as hits
LMP1 NFkB inh: Epstein-Barr LMP1 NF-kappaB reporter inhibition | inhibition, % at 12.5 µM | LMP1-induced NF-kappaB luciferase reporter cells, luminescence | hit rate 0.69% among 350,000; in the data active = inhibition above about 41%;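 note: 0% = neutral control wells and 100% = reference inhibitor control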
LRH-1 inv ag: suppresses constitutive activity of human LRH-1. inhibition, % at 3.6 µM. HEK293T StAR-luciferase reporter, LRH-1 transfected, 24 h. AID 602396. hit rate 0.13% among 360,000;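 active = inhibition above the mean inhibition of all tested compounds plus 3 SD, cut at about 73% in these data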;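 note: 0% = DMSO wells and 100% = reporter-only cells lacking LRH-1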
NOD2-RIPK2 inh: inhibitors of human NOD2-RIPK2 interaction; O43353; CHO BLA complementation NOD2-RIPK2, CCF4 ratio; inhibition, % at 4.98 µM; hit rate 0.38% among 360,000; AID 624267; in the data active = inhibition above about 21%;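 note: 0% = vehicle only and 100% = reference blocker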
TROY NFkB inh: inhibitors of TROY-dependent NF-kB signaling. inhibition, % at 10 µM. Q293 LMP1-TROYcd NF-kB luciferase reporter, 4 h. hit rate 0.98% among 360,000;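 active = compounds whose plate-normalised and pattern-corrected inhibition of the luciferase reporter signal at the single screening dose is 50% or more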
TLR9-MyD88 inh: inhibitors of human TLR9-MyD88 binding | inhibition, % at 4.98 µM | Q9NR96+Q99836 | hit rate 0.21% among 340,000 | CHO BLA complementation TLR9-MyD88, CCF4 FRET ratio;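 active = inhibition above the mean over all tested compounds plus 3 SD, cut at about 21% in these data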;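 note: 0% = DMSO only wells and 100% = clavulanate BLA inhibitor control wells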
NR2F2 inh: blocks human COUP-TFII nuclear receptor. inhibition, % at 8.6 µM. HEK293T NGFI-A luciferase reporter, luminescence. hit rate 0.7% among 370,000;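 active = inhibition above a per-plate cutoff, mean inhibition of test wells between control levels plus 3 SD, cut at about 38% in these data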;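 note: cells cotransfected with COUP-TFII expression vector driving the NGFI-A reporter; 0% = median of COUP-TF2 test wells and 100% = reporter-only cells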
NCOA3 inh: inhibits human SRC3 coactivator; AID 588352; Q9Y6Q9; HEK293 GAL4-SRC3 luciferase reporter, luminescence; inhibition, % at 3.6 µM; hit rate 0.17% among 360,000;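 active = inhibition above a per-campaign cutoff, the mean of all compounds plus 3 SD, cut at about 60% in these data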;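 note: 0% = DMSO-treated cells and 100% = gossypol-treated cells at 36 µM; higher means less SRC3-driven luciferase light from the GAL4 reporter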
Target sequence (Q9Y6Q9 whole entry, looked up, the tested form may be a part): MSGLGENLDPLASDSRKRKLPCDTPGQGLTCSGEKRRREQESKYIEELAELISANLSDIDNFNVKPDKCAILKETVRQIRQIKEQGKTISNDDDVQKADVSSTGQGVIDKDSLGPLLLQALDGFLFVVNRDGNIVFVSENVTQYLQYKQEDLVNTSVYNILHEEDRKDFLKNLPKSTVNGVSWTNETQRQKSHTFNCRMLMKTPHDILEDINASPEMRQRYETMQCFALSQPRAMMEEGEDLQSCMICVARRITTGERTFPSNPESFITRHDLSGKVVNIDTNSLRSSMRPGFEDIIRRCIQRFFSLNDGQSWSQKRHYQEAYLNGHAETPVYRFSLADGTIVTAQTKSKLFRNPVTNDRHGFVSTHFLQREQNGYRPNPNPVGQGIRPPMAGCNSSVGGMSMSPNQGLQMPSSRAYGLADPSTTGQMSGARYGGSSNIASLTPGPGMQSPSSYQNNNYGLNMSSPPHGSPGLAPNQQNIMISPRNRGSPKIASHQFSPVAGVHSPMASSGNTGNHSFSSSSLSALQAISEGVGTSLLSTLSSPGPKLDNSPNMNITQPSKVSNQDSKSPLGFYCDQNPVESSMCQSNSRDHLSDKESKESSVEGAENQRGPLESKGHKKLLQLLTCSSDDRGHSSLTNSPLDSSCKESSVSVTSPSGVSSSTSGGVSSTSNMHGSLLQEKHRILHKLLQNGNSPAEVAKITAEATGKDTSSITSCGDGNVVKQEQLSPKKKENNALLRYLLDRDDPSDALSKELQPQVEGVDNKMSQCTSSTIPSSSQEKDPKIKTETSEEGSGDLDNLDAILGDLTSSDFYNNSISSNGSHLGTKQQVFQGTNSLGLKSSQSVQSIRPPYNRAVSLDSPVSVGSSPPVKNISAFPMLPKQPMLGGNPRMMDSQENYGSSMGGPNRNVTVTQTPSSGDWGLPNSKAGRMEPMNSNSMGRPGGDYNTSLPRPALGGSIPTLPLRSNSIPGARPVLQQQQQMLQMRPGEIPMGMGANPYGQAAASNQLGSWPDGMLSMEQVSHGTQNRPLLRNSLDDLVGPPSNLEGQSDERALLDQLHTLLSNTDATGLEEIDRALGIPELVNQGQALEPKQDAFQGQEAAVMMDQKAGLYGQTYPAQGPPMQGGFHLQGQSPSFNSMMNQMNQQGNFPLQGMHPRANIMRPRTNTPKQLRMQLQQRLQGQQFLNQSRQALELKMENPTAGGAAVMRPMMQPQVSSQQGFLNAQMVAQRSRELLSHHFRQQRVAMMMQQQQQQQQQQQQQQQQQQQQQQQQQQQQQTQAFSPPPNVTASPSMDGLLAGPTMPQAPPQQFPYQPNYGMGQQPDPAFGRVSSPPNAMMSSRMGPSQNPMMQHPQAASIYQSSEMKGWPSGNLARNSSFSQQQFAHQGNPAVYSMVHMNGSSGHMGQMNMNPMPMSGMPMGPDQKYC
An asterisk follows results filed as active; . = not tested or not shown; & = joins results of further samples; ! = repeats disagree. The list is partial; rates above refer to the full screens.

The line under a structure holds: NCOA3 inh, NOD2-RIPK2 inh, TRAIL sens C8, TLR9-MyD88 inh, NR2F2 inh, Vif inh, TROY NFkB inh, NCOA2 inhibitor, LRH-1 inv ag, LMP1 NFkB inh, NCOA1 inh
#1 O=C(NC1CCCCCC1)C1C2C=CC3(CN(Cc4cccnc4)C(=O)C13)O2 (stereo unspecified)
 : 17, -6, -18, 0, -1, -7, 6, -21, 8, -1, -6
#2 CCOc1ccc(N/C=C/C(=O)c2ccc(OC)cc2)c([N+](=O)[O-])c1
 : -16, 5, 28, -9, -11, -4, -8, -40, -104, -18, -23
#3 CN(C)/C=C1/N=C(c2ccccc2)OC1=O
 : 16, -14, 0, 3, -11, -4, -19, -29, -9, 3, -15
#4 Cc1ccccc1Nc1ncnc2c1cnn2C
 : 12, 0, 2, 0, 12, 2, 3, -22, 1, 9, 6
#5 COc1ccc(NC(=O)CSc2nnc(Cc3cccn3C)n2CCc2ccccc2)c(OC)c1
 : -21, -5, 5, 4, ., -1, 13, ., -12, 8, 4
#6 O=c1cc(C(F)(F)F)[nH]c2ccc(OC(F)(F)F)cc12
 : -9, -4, 25, ., 4, -18, 48, 2, -66, ., -3
#7 CN1CCN(/N=C/c2ccc(-c3ccc([N+](=O)[O-])cc3)o2)CC1
 : -52, 21*, 4, 12, -34, -7, -75, -13, -30, -16, -65
#8 O=C(COC(=O)c1ccc([N+](=O)[O-])s1)Nc1ccc(Cl)cn1
 : -1, 5, -4, -9, 13, -4, -23, 7, 25, -1, 11
#9 CCCCCOc1ccc(C(=O)OCC(=O)Nc2cc(C)on2)cc1
 : 13, -5, 17, 0, -13, 0, 2, -9, 3, -3, -4
#10 Cc1ccc(NC(=O)CN2CCc3ccccc3C2)cc1S(=O)(=O)N1CCOCC1
 : 17, -2, 0, 5, -1, -2, -2, 10, -3, 8, -1
#11 O=C(c1cc2ncc(Br)cn2n1)N1CCOCC1
 : -34, -9, -2, 10, -7, -2, -12, 4, 14, 2, -17
#12 CN(C1CCCCC1)S(=O)(=O)c1ccc2c(c1)c(=O)c(C(=O)N1CCc3ccccc3C1)cn2C
 : 7, 7, -25, 3, 5, -7, 20, -28, -23, 5, -33
#13 COCc1nc(-c2ccc(-c3ccccc3)nc2OC)no1
 : -54, 1, 16, 6, -44, 2, -89, -53, -84, -24, -78
#14 COc1ccc(N2C(=O)CC3(CCCC3)CC2=O)cc1
 : 14, -6, 9, 4, -7, ., -5, -7, -11, 2, 15
#15 COCCCn1c(C)cc(C(=O)CN2c3cccc4cccc(c34)S2(=O)=O)c1C
 : -60, -2, 9, -1, -1, -18, 1, -23, 4, 4, -8
#16 O=C(c1ccccc1)c1ccc(OC(=O)C2CCCCC2)cc1
 : -17, 2, -9, -8, -6, -2, -3, -27, 6, 4, -1
#17 Clc1ccc(CSc2cnnc3ccccc23)cc1Cl
 : -9, -14, -9, -3, -2, 1, -34, 3, 11, -1, 3
#18 N#Cc1ccccc1N1CCN(C(=O)c2ccc(NC(=O)c3ccc(Br)o3)cc2)CC1
 : -5, 1, 16, -3, ., -3, -1, ., -5, 5, -8
#19 Cc1ccc(S(=O)(=O)CC(N)=O)cc1
 : 4, -2, -4, 2, -11, -3, -9, -11, 20, -8, -9
#20 Cc1cc(C)cc(NC(=O)C2(c3ccccc3)CC2(Cl)Cl)c1 (stereo unspecified)
 : 4, 0, 5, -4, 15, -12, -8, 25, 1, -11, 10
#21 CCOc1ccc(-c2cc(C(=O)NC3CCCCC3)[nH]n2)c(C)c1
 : -86, -7, 12, ., -23, -17, -27, -8, -41, ., -47
#22 COc1ccc(Cl)cc1NC(=O)C/C(C)=N/NC(=O)CCc1ccccc1
 : 0, -1, 10, -7, 2, -3, 3, -7, 15, -4, -8
#23 CCOC(=O)c1c(-c2ccccc2Cl)cn2ccccc12
 : -6, -4, -35, -1, -2, 6, -8, -5, 0, -8, -1
#24 Cc1c(/C=N/NC(=O)c2ccc(O)cc2)c2ccccn2c1C(=O)c1ccc(F)cc1
 : 0, 1, 19, -3, -4, -17, -4, -22, -13, -23, -22
#25 COc1ccc(NC(=S)NCCCN2CCCC2)cc1Cl
 : 10, -11, -7, -4, -7, 6, 8, 12, -10, 9, -1
#26 Cc1cccc(C)c1NC(=O)CCCSc1nnc(-c2ccco2)o1
 : -5, 4, 14, -8, -18, 6, -10, -4, -6, 0, 8
#27 C[C@H](CO)N1C[C@H](C)[C@@H](CN(C)Cc2ccncc2)Oc2c(NC(=O)C3CC3)cccc2C1=O
 : -3, -8, -18, -12, 18, -12, -3, -9, 1, -1, 2
#28 CCOC(=O)C1CCCN(Cc2nc(Cc3cccc(F)c3)no2)C1 (stereo unspecified)
 : 19, 1, -13, 8, 19, 0, 14, 1, 1, -13, 21
#29 COc1ccc2c(c1)C(=O)/C(=C/C=C/c1ccccc1)CC2
 : -38, -7, 1, -2, -15, 2, -44, -57, -61, 0, -55
#30 CC1CCCC(C)N1CCCNC(=O)Cn1c(=O)c2cccn2c2cccnc21 (stereo unspecified)
 : -27, -5, 4, -10, 10, -4, -6, -7, -11, 2, -24
#31 COCCC1CCCCN1Cc1cn(-c2ccccc2)nc1-c1ccc2c(c1)OCO2 (stereo unspecified)
 : 17, 2, -6, 6, 17, -15, 2, 1, 14, -9, -118
#32 COc1ccccc1CNc1nc(S(=O)(=O)c2ccccc2)c(Cl)s1
 : 9, -9, -17, -9, 5, -6, -1, 6, 13, 5, -7
#33 O=C(NC1CCCCC1)N1CCCC(c2nc(-c3cccs3)no2)C1 (stereo unspecified)
 : -7, -10, -2, -9, -4, 9, -16, -4, -2, -7, 6
#34 COc1cc2c(cc1OC)CN(CC(=O)Nc1ccc(Cl)c(S(=O)(=O)N(C)C)c1)CC2
 : 11, 2, -12, 2, ., -9, 9, ., 13, 0, -3
#35 N/N=C1\CCCc2nonc21
 : -7, -4, -9, 9, 8, 3, -22, 12, 18, 1, -13
#36 CCOC(=O)c1ccc(NC(=O)c2nc[nH]c2C(=O)NC2CCN(C(=O)OC(C)(C)C)CC2)cc1
 : 1, -12, 14, -8, -9, -4, -19, -11, 16, -6, -13
#37 CCOCCCn1c(=S)[nH]c2cc(C(=O)N3CCC(C(N)=O)(N4CCCCC4)CC3)ccc2c1=O
 : 7, -5, -7, -2, 1, 1, -5, 0, -5, 1, 4
#38 CCN1C(=O)[C@H]2[C@@H](c3ccc(-c4ccc5c(c4)OCO5)c(OC)c3)N[C@@](Cc3ccccc3)(C(=O)OC)[C@H]2C1=O
 : 13, 0, 1, 2, -15, -6, -6, 6, -16, -12, 7
#39 O=C(CCn1c(=S)oc2ccccc21)N1CCN(c2ccc(F)cc2)CC1
 : 17, 7, -9, 4, -1, -3, 10, 16, -13, -3, -21
#40 COc1ccc(Oc2c(Cl)cnn(-c3ccc(C)cc3)c2=O)cc1
 : 3, -62, 61*, 5, -15, -7, -47, -7, -6, 5, 1
#41 CCOC(=O)N1CCN(C(C(=O)NC2CCCC2)c2ccco2)CC1 (stereo unspecified)
 : ., -5, -6, ., -22, ., ., -12, -6, ., .
#42 CCC(Oc1cc(Cl)ccc1Cl)C(=O)NN1C(=O)C2C3CCC(C3=C(C)C)C2C1=O (stereo unspecified)
 : -4, 16, 7, -10, 9, -11, 9, 19, 0, -14, 2
#43 Cc1nn2c(=S)[nH]nc2[nH]c1=O
 : 16, 0, 1, -3, 4, 1, 5, 2, 2, -6, -15
#44 Cc1cccc(C)c1NC(=O)COc1ccc2c(C)c(Cc3ccccc3)c(=O)oc2c1C
 : 19, 4, 1, -16, 16, 53*, 7, 9, 9, -2, -7
#45 Cc1ccc(C(=O)Nc2cccc(C(F)(F)F)c2)cc1NC(=O)c1nccnc1N
 : 5&-11, -2&-3, 54*!, -2&-4, -7&4, -14&0, -12&-14, -48&-17, 0&-5, -19&8, 3&-7
#46 Cc1ccc(N(CC(=O)NCc2ccco2)C(=O)CNS(=O)(=O)c2ccccc2)c(C)c1
 : -19, -6, -5, -20, -26, 0, -11, -4, -3, -3, -8
#47 COc1cc(C(=O)Nc2cc(S(C)(=O)=O)ccc2Cl)ccc1OCC(=O)N1CCOCC1
 : 4, -2, 8, -6, -9, 4, -7, -8, 13, -5, 0
#48 CCC(=O)N1CCCC(C(=O)Nc2nc3ccccc3n2C)CC1 (stereo unspecified)
 : 3, -16, -8, ., -4, 5, 18, 14, -20, ., -13
#49 Cc1ccc(NC2c3ncccc3C(=O)N2Cc2cccs2)cc1 (stereo unspecified)
 : -13, 0, -5, 6, -4, 1, -34, 4, 21, -3, -21
#50 O=C1CNC(=S)N1C1CCCCCC1
 : 1, -2, -8, 3, -5, -1, 4, 2, -16, 2, 1
#51 Cc1ccc(S(=O)(=O)N2C[C@H]3[C@H]4C(=O)N(C)C(=O)[C@H]4CC(=O)[C@H]3[C@@H]2c2ccccc2F)cc1
 : -2, -15, -10, ., 2, ., -10, 3, -13, ., -11
#52 COc1ccc(S(=O)(=O)N2CCCCC2)cc1NC(=O)CCc1cc(OC)c(OC)c(OC)c1
 : 1, 4, -11, -10, -9, -1, 11, -4, 3, -3, -11
#53 O=C(N/N=C/c1ccoc1)c1ccccc1O
 : -14, -2, 4, -5, -26, -6, -40, -36, -70, 2, -42
#54 COC(=O)c1ccccc1S(=O)(=O)N1CCC(C(=O)N2CCC2)CC1
 : 5, -11, 1, 3, 2, -4, -21, 7, -11, 1, 9
#55 COc1ccc(CCNC(=O)CCCNC(=O)Cn2cnc3sc(C)c(C)c3c2=O)cc1OC
 : 26, 10, -9, 3, -11, 1, -19, 2, -3, -1, 8
#56 COc1ccccc1C/C(N)=N/OC(=O)COc1ccc(C)cc1
 : 16, 1, -6, 5, 17, 22, 2, -26, 15, 3, 8
#57 O=C(O)COc1ccc(Br)cc1CP(=O)(c1ccccc1)c1ccccc1
 : 23, -4, -13, -8, -2, 24, -3, -27, 5, -1, -3
#58 COc1ccc(S(=O)(=O)N2CCCCCC2)cc1C(=O)N1CCN(c2ccccc2C)CC1
 : 17, 0, 6, -6, 9, -2, 1, 10, -4, 4, -11
#59 Cc1cc2ccccn2c1C(=O)c1ccc(S(=O)(=O)N(C)C)cc1
 : 14, -1, 4, -2, 30, -13, 24, 9, 6, 6, -3
